Bioassay records deposited in PubChem BioAssay by Sanford-Burnham Center for Chemical Genomics.
ER stress death – ER stress cell death inhibition; CSM14.1 thapsigargin ER stress survival, ATP luminescence; relative survival (cellular ATP), % at 15 µg/mL (by protocol); 48,000 tested, 0.33% active; AID 1010;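 active means survival measured by cellular ATP above 50% at 15 µg/ml in the first screen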;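 further: cell death triggered by about 15 µM thapsigargin; ATP read 24 h after thapsigargin was added; plate controls were thapsigargin with DMSO for no effect and DMSO without thapsigargin for full effect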
* marks the source's active call; other numbers are inactive results.

SMILES | ER stress death
O=C1CC(N2CCSCC2)C(=O)N1c1ccc(S(=O)(=O)N2CCOCC2)cc1 (stereo unspecified) | 6.7
CC(=O)Oc1ccc(C(=O)Nc2cccc(C(=O)O)c2)cc1 | 18.2
COc1ccc(N2C(=O)NC(=O)/C(=C\c3cc(I)c(OC)c(OC)c3)C2=O)cc1 | 2.1
CC(=O)Nc1cc2nn(-c3ccc(C)cc3)nc2cc1C | 0.1
NC(=O)c1ccc(Oc2ccc([N+](=O)[O-])cc2)cc1 | 20.4
CCOC(=O)Cc1nnc(Nc2cccc(C)c2)c2ccccc12 | 3.8
CCc1ccc(NC(=O)CSc2ccc(Cl)cc2)cc1 | 19.0
CC(C)CCNC(=O)C(=O)Nc1ccccc1F | 6.0
CCOC(=O)C(C)Oc1ccc2c(C)c(CC)c(=O)oc2c1 (stereo unspecified) | 7.8
CC(C)NC(=O)COc1cccc(Cl)c1 | 11.5
O=C(Nc1cnc2ccccc2c1)C1COc2ccccc2O1 (stereo unspecified) | 7.1
O=C(Nc1ccccc1C(F)(F)F)c1cnn2c(C(F)(F)F)cc(-c3ccccc3)nc12 | 8.9
CCOc1ccc2nc(SCC(=O)Nc3cc(Cl)ccc3C)sc2c1 | 6.2
C=CCN(c1ccccc1C(=O)O)S(=O)(=O)c1ccc(C)cc1 | 10.7
COc1ccc2c(c1)OCC/C2=N/OC(=O)c1ccc(OC)c([N+](=O)[O-])c1 | 17.4
COCCOC(=O)c1c(C)oc2ccc(OC(=O)c3ccc(OC)cc3)cc12 | 3.4
CC(C)Oc1cccc(C(=O)N2CCCC2)c1 | 9.1
COc1cc(C=C2C(=O)NC(=O)NC2=O)cc(I)c1OCc1ccc([N+](=O)[O-])cc1 | -1.2
CCOC(=O)c1sc(NC(=O)c2nn3c(c2Cl)NC(c2cccs2)CC3C(F)(F)F)c(C(=O)OCC)c1C (stereo unspecified) | 1.3
CCN(CC)c1ccc(N=Cc2c(O)[nH]c(=S)[nH]c2=O)cc1 | 2.8
Cc1[nH]n(-c2ccc(Cl)cc2)c(=O)c1/C=N/NC(=O)c1ccccc1[N+](=O)[O-] | 6.2
Cc1oc(C(=O)O)cc1COc1ccc2oc3ccccc3c2c1 | -2.0
Cc1ccc(C(=O)Nc2sc3c(c2C(=O)N2CCCCCC2)CCC(C)C3)cc1 (stereo unspecified) | 9.4
CCC(Oc1ccccc1)C(=O)N1CCN(c2ccccc2)CC1 (stereo unspecified) | 6.2
COc1ccc(C2=NN(c3nc(-c4ccc(C)c(C)c4)cs3)C(c3ccc(OC)cc3)C2)cc1 (stereo unspecified) | 17.0
O=C(Oc1ccc([N+](=O)[O-])cc1)c1cc(S(=O)(=O)N2CCOCC2)ccc1Cl | 6.2
CCOC(=O)C1=NNC(C(=O)c2ccccc2)C1c1ccc(Br)cc1 (stereo unspecified) | -0.3
Cc1ccc(C(=O)Oc2cccc(C3C4=C(CC(C)(C)CC4=O)NC4=C3C(=O)c3ccccc34)c2)cc1 (stereo unspecified) | 7.1
CCOC(=O)COc1ccccc1/C=C1\C(=O)NN(c2ccccc2)C1=O | 1.6
CCOc1ccc(NC(=O)CC2SC(N)=NC2=O)cc1 (stereo unspecified) | 6.6
COc1cc(OC)cc(C(=O)N2CCCC2)c1 | 0.3
Cc1ccc(C2CC(C(F)(F)F)n3nc(C(=O)Nc4c(C)n(C)n(-c5ccccc5)c4=O)c(Cl)c3N2)cc1 (stereo unspecified) | 3.8
COc1cccc(N2C(=O)CC(N3CCN(C/C=C/c4ccccc4)CC3)C2=O)c1 (stereo unspecified) | 12.2
O=C1C(=O)N(c2nncs2)C(c2ccc(Cl)cc2)/C1=C(\O)c1ccc(F)cc1 (stereo unspecified) | 3.4
Cc1[nH]c2ccc(S(N)(=O)=O)cc2c1C | 2.6
COc1ccccc1OCCSc1nc2ccc(N)cc2s1 | -1.5
O=C(O)CN1C(=O)C2CC=CCC2C1=O (stereo unspecified) | 9.1
CN(C)C=Nc1ncnc2c(C#N)c3n(c12)CCCCC3 | -1.7
O=C(CSc1nc2ccccc2o1)Nc1ncccn1 | 9.7
Cc1ccc(-c2nc3ncccc3o2)cc1NC(=O)COc1ccc(C(C)(C)C)cc1 | 8.9

Exported in markdown: part of the list above.
| compound | ER stress death |
| --- | --- |
| Cc1oc(C(=O)O)cc1COc1ccc2oc3ccccc3c2c1 | -2.0 |
| CC(=O)Oc1ccc(C(=O)Nc2cccc(C(=O)O)c2)cc1 | 18.2 |
| CCOC(=O)c1sc(NC(=O)c2nn3c(c2Cl)NC(c2cccs2)CC3C(F)(F)F)c(C(=O)OCC)c1C (stereo unspecified) | 1.3 |

5 entries out of the list, ordered by heavy-atom count, largest number first:
SMILES | ER stress death
Cc1ccc(C(=O)Nc2sc3c(c2C(=O)N2CCCCCC2)CCC(C)C3)cc1 (stereo unspecified) | 9.4
O=C1C(=O)N(c2nncs2)C(c2ccc(Cl)cc2)/C1=C(\O)c1ccc(F)cc1 (stereo unspecified) | 3.4
CCOC(=O)COc1ccccc1/C=C1\C(=O)NN(c2ccccc2)C1=O | 1.6
CCOC(=O)C1=NNC(C(=O)c2ccccc2)C1c1ccc(Br)cc1 (stereo unspecified) | -0.3
CCC(Oc1ccccc1)C(=O)N1CCN(c2ccccc2)CC1 (stereo unspecified) | 6.2

More compounds:
SMILES | ER stress death
Cc1[nH]n(-c2ccccc2)c(=O)c1C(c1ccc(OC(=O)c2ccccc2F)cc1)c1c(C)[nH]n(-c2ccccc2)c1=O | 10.8
Cc1ccc(OCC(O)Cn2c3ccccc3c3ccccc32)cc1C (stereo unspecified) | 5.1
Cc1[nH]n(-c2ccccc2)c(=O)c1/C=N/NC(=O)COc1ccc(C(C)(C)C)cc1 | -5.2
O=C(CC1SC(=Nc2ccccc2)N(c2ccccc2)C1=O)NCc1ccccc1 (stereo unspecified) | 11.2
O=C(Nc1ccccc1F)C1(c2ccccc2)CC1(Cl)Cl (stereo unspecified) | -4.0
C=CCn1c2ccccc2n2cc(-c3ccc(C)cc3)nc12 | -1.5
CC1(C)CC(=O)C(C=NCCN2CCN(C(=O)CC3CCCC3)CC2)=C(O)C1 | 1.4
O=C1Nc2ccccc2/C1=N\N=C\c1c(F)cccc1Cl | 2.9
Cc1ccc(-c2ccc(OCC(=O)NCCc3ccccc3)cc2)cc1 | 8.6
O=C(N/N=C/c1ccc(Cl)cc1Cl)c1cc(O)cc(O)c1 | -15.0
N#Cc1ccccc1NC(=O)Nc1cccc(Cl)c1 | 6.7
O=C(COc1ccc(Br)cc1)Nc1ccc2oc(-c3cccnc3)nc2c1 | 5.8
COc1cc(Br)cc(/C=N/NC(=O)COc2cccc(Cl)c2)c1O | 19.1
CCN(CC)CCC(=O)c1ccc(O)cc1 | -21.1
CCOc1ccccc1NC(=O)c1c(NC(=O)C(C)Oc2cccc(Cl)c2)sc2c1CCC2 (stereo unspecified) | -1.3
CCOC(=O)c1ccc2c(c1)C1C=CCC1C(c1ccc(F)cc1)N2 (stereo unspecified) | 1.6
COc1ccc(C(NC(=O)Cc2ccccc2)c2c(OC(C)=O)ccc3ccccc23)cc1OC (stereo unspecified) | 18.7
CC(C)=CCC/C(C)=C/C1OCC(C)O1 (stereo unspecified) | 1.3
O=C(Cc1cccs1)NNC(=O)c1cccc(Cl)c1 | 10.8
CC1(C(=O)O)CCC(C(=O)Nc2ccc(S(N)(=O)=O)cc2)C1(C)C (stereo unspecified) | 11.4

Looked up above:
Entry of `CCOC(=O)c1ccc2c(c1)C1C=CCC1C(c1ccc(F)cc1)N2` (stereo unspecified) in ER stress death: 1.6
Entry of `Cc1ccc(OCC(O)Cn2c3ccccc3c3ccccc32)cc1C` (stereo unspecified) in ER stress death: 5.1

The list continues.
SMILES | ER stress death
Cc1ccc(/C=C/C(=O)NCCCN2CCOCC2)o1 | 11.7
CCC(C)N=CC1=C(O)C(C(=O)OC)C(C)(C)CC1=O (stereo unspecified) | 11.7
CCCCCC1C(CC(=O)OC)CCC1NCCN(C)C (stereo unspecified) | -7.0
CCOC(=O)C(C)N(c1ccc(OC)cc1)S(C)(=O)=O (stereo unspecified) | -5.3
Fc1cc(F)c(F)c(SCCc2ccncc2)c1F | 48.3
COC(=O)c1cc(NC(=O)COc2ccc(Cl)cc2C)cc(C(=O)OC)c1 | 15.5
Cc1onc(-c2ccccc2Cl)c1C(=O)NCC#N | 7.0
CC(=O)NC1(Nc2ccc(C)cc2)C(=O)c2ccccc2C1=O | 5.8
CCC(=O)Nc1ccc(-c2nc3cc(Cl)ccc3o2)cc1 | -2.0
CC(C)(C)NC(=O)c1ccc(NC(=O)C(C)(C)C)cc1 | 0.3
COc1cccc(CN2CCN(Cc3c[nH]c4ccccc34)CC2)c1OC | -3.3
NC1=NC2(CCCCC2)N=C(Nc2cccc(F)c2)N1 | -0.8
Cc1cc(Cl)ccc1OCC(=O)NCC1CCCO1 (stereo unspecified) | -4.7
CCOC(=O)C(C#N)C(=O)c1ccc(N2C(=O)c3ccccc3C2=O)cc1 (stereo unspecified) | 1.4
O=[N+]([O-])c1cccc(S(=O)(=O)NCC2CCCO2)c1 (stereo unspecified) | -0.3
O=C1NN(c2ccccc2)C(=O)/C1=C/c1cccc(F)c1 | 10.5
O=C(Nc1ccc(Cl)cc1)c1cccc(S(=O)(=O)NCc2ccccc2)c1 | 0.0
Cc1cc(Nc2ccc([N+](=O)[O-])cc2)nc(-c2ccccc2O)n1 | -0.4
O=C(Nc1nc(-c2ccccc2)cs1)C1CC2CCC1C2 (stereo unspecified) | 0.2
Cc1ccc(C2=C/C(=C\c3ccc(C)c([N+](=O)[O-])c3)C(=O)O2)cc1 | 5.8
CCCCNCCCCCOc1c(Cl)cccc1Cl | -7.7
CC(=O)Oc1cc(N2CCOCC2)c(OC(C)=O)c2c1C(=O)c1ccccc1C2=O | 7.3
O=C(COc1ccccc1)N1CCN(C(=O)c2cccc(F)c2)CC1 | 1.5
Cc1cccc(NC(=O)C(=O)NCc2ccccc2Cl)c1 | 4.8
Oc1c(Br)cc(Cl)cc1C=Nc1cccc2nsnc12 | -1.3
Cc1ccc(S(=O)(=O)N(CC(=O)NCc2ccc(Cl)cc2)Cc2ccccc2)cc1 | 8.0
Cc1ccc(-c2cc(C(F)(F)F)n3ncc(C(=O)O)c3n2)cc1 | 6.4
NNC(=O)/C(=C\c1ccc(Br)cc1)NC(=O)c1cccs1 | 10.2
Cc1cc(OCCCCN2CCC(C)CC2)ccc1Cl | -4.3
CC1CCc2c(sc(NC(=O)C3CC4CCC3C4)c2C(=O)OC(C)C)C1 (stereo unspecified) | 16.9
C=CCN1C(=O)/C(=C\c2cccc3ccccc23)C(=O)NC1=S | 5.8
CCOC(=O)C1=C(C)N=c2s/c(=C\c3cccc(O)c3)c(=O)n2C1c1ccc(OC)cc1 (stereo unspecified) | 8.4
O=C(CN(c1cccc(Br)c1)S(=O)(=O)c1ccccc1)N1CCOCC1 | 2.8
COc1ccc(C(O)Cc2nc3ccccc3n2C)cc1 (stereo unspecified) | 8.7
COc1ccc(NC(=O)/C=C/c2ccc3c(c2)OCO3)c([N+](=O)[O-])c1 | -19.0
COc1ccc(/C(O)=C2/C(=O)C(=O)N(CCCCCC(=O)O)C2c2ccccc2)cc1 (stereo unspecified) | 2.4
CCCOC(=O)c1c(NC(=O)C2C3CCC(C3)C2C(=O)O)sc2c1CCC(C)C2 (stereo unspecified) | 6.9
CCOC(=O)c1ccccc1NS(=O)(=O)c1ccc(OC)cc1 | 4.5
CCN(CC)S(=O)(=O)c1ccc(NC(=O)c2cccc(C)c2)cc1 | 3.3
COc1ccccc1C/C(N)=N/OC(=O)COc1ccc(C)cc1C | 3.2
O=C(NC(=S)Nc1ccc(N2CCOCC2)cc1)c1ccc(Cl)cc1 | -2.1
CC(=O)c1ccc(N2C(=O)c3ccc(-c4nc5ccccc5c(=O)o4)cc3C2=O)cc1 | 2.8
COc1ccc(Br)cc1/C=C\C(=O)Nc1cc(C(F)(F)F)ccc1Cl | -1.9
CC(=O)CC(=O)NCCc1ccccc1 | 3.2
Cc1ccc(/C=C/C(=O)N2CCN(C/C=C/c3ccccc3)CC2)o1 | 8.8
Cc1cc2ncn(C(=O)c3ccc([N+](=O)[O-])c(C)c3)c2cc1C | 0.0
COc1cccc(CN2CCN(S(=O)(=O)c3ccccc3)CC2)c1 | -2.8
COc1cc(OC)cc(C(=O)O/N=C2/C(=O)N(C)c3ccccc32)c1 | -2.2
O=C1NCC(Cn2c3ccccc3c3ccccc32)O1 (stereo unspecified) | -0.6
O=C(CCCOc1ccccc1)Nc1ccccc1[N+](=O)[O-] | 10.1
O=S(=O)(Nc1ccc2oc(-c3cc(Br)ccc3Cl)nc2c1)c1ccccc1 | 9.1
CCC1(C)CC(CCN)(c2ccc(C)cc2)CCO1 (stereo unspecified) | -3.9
CCc1ccc(CN/C=C/C(=O)c2ccc(Br)cc2)cc1 | 9.7
CC(=O)NC1=NN(C(C)=O)C(c2ccc(Br)cc2)S1 (stereo unspecified) | 2.2
Cc1ccnc(NC(=O)/C=C/c2cccc([N+](=O)[O-])c2)c1 | -14.4
CC(=O)Nc1c(Br)cc(C23CC4CC(CC(C4)C2)C3)cc1Br | -0.4
Cc1ccc(-c2nc3cc(Cl)cc(Cl)c3o2)cc1NC(=O)COc1ccc([N+](=O)[O-])cc1 | 11.9
O=C1N=c2ccc([N+](=O)[O-])cc2=C1c1sc(=S)n(Cc2ccccc2)c1O | 6.6
Cn1c2c(c(=O)n(C)c1=O)C(c1ccc([N+](=O)[O-])o1)C1=C(N2)c2ccccc2C1=O (stereo unspecified) | -4.4
Cc1ccccc1C1(c2ccccc2C)CC1C(=O)Nc1cccc(Cl)c1 (stereo unspecified) | -1.6
(further entries)
SMILES | ER stress death
Cc1ccccc1NC(=O)c1c(NC(=O)C(C)(C)C)sc2c1CCC(C)C2 (stereo unspecified) | -1.2
CC(=O)c1ccc(NC(=O)c2ccc(CN3CCc4ccccc4C3)cc2)cc1 | 7.2
CCN(CC)CCNc1ccc(Nc2ccnc3cc4ccccc4cc23)cc1 | -14.5
Cc1ccc(/C(O)=C2\C(=O)C(=O)N(c3nncs3)C2c2cccc([N+](=O)[O-])c2)cc1 (stereo unspecified) | 3.8
O=C(Nc1nnc(Cc2ccc(Cl)cc2)s1)c1ccccc1F | -0.7

Quoted at random: 2 entries already listed.
SMILES | ER stress death
O=C(Nc1nnc(Cc2ccc(Cl)cc2)s1)c1ccccc1F | -0.7
Cc1ccc(/C(O)=C2\C(=O)C(=O)N(c3nncs3)C2c2cccc([N+](=O)[O-])c2)cc1 (stereo unspecified) | 3.8

These rows are one share of the data; the hit share may differ from the screen's.
